Cycloheximide cs = affects cycloheximide protein synthesis inhibition readout, counter-screen; cell reporter, cycloheximide protein synthesis inhibition counterscreen; max response, %; 12% of 300,000 active; in the data active = max response mostly above about 13%, no sharp cut-off; inactive = mostly below about 14%; note: read at 38.3 µM for the half of the compounds with a filed dose; 0% is about no effect
FBPA Giardia inh = blocks Giardia fructose-bisphosphate aldolase activity; A8B2U2; purified Giardia FBPA; 0.71% of 290,000 active; Potency, µM (titrated, usually from 59.6 µM), inactives show top-dose activity, negative = inhibition, usual class: inhibitors; note: potency is the fitted concentration of half-maximal effect; % is set by controls: 0 for no effect and ±100 for the full control effect; nearly all actives have a fitted effect of over 55% in size
Target sequence (A8B2U2 whole entry, looked up): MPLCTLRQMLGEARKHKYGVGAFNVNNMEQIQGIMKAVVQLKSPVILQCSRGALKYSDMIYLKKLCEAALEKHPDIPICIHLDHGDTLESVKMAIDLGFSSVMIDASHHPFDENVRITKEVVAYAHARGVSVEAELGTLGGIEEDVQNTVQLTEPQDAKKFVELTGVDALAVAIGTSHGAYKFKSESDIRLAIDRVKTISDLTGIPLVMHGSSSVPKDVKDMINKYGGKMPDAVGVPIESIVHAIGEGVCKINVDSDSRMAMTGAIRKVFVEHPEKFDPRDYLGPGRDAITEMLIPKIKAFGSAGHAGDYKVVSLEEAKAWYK
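40 nM FBPA preincubated 10 min at RT with compound (up to 57.5 uM final), then substrate plus GAPDH/TPI/NAD/arsenate coupling and diaphorase/resazurin added. Fluorescence read after 20 min at RT, 525/598 nm.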
Pf growth 48h = inhibits P. falciparum growth in the first generation, 48 h | P. falciparum luciferase growth in erythrocytes, 48 h | 5.9% of 310,000 active | Potency, µM (series often up to 28.7 µM), for inactives: top-dose activity change, negative = inhibition, actives largely listed as inhibitors; note: potency is the fitted concentration of half-maximal effect; % is set by controls: 0 for no effect and ±100 for the full control effect
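In quantitative HTS format, infected erythrocytes bearing luciferase-reporter parasites were treated for a single generation at 37 C. Luminescence after adding detection reagent served as the growth measure.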
Pf growth 96h = P. falciparum growth inhibition at 96 hour, primary screen for plastid delayed-death inhibitors | P. falciparum luciferase reporter growth, 96 h | Potency, µM (series often up to 28.7 µM), for inactives: at the highest dose activity change, negative = inhibition, hits mostly inhibitors | 6.9% of 320,000 active | AID 504834; note: potency is the fitted concentration of half-maximal effect; % is set by controls: 0 for no effect and ±100 for the full control effect
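Readout is luminescence from an integrated firefly luciferase in P. falciparum. Red cells, 2% hematocrit and 0.05% parasitemia final, were cultured with compound through two parasite generations (96 hours) at 37 C, 5% CO2.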
Sm TGR block = inhibitors of Schistosoma mansoni thioredoxin glutathione reductase; Q962Y6; purified TGR, DTNB reduction, TNB absorbance 405 nm; Potency, µM (highest dose often 114 µM), inactives show at the top dose activity change, negative = inhibition, hits mostly inhibitors; 3% of 360,000 active; AID 485364; note: potency is the fitted concentration of half-maximal effect; % is set by controls: 0 for no effect and ±100 for the full control effect; nearly all actives have a fitted effect of over 60% in size
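TGR 20 nM + NADPH 100 uM (dispensed conc.), cpd preinc 15 min RT; start with NADPH (500 uM addition) then DTNB (15 mM addition). Kinetic TNB absorbance, 405 nm filter. Four-parameter Hill fit across titration.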
Shiga inhibitor = Shiga toxin inhibition; Vero cells, Shiga toxin protein synthesis inhibition reporter; inhibition, % at 38.7 µM; 9.2% of 290,000 active; AID 2315; in the data active = inhibition mostly above about 28%, no sharp cut-off; inactive = mostly below about 43%; note: 0% is about no effect
The depositor's hits bear a star; [ ] = dose if it differs, or a comment. Unless noted, calls come from the whole dose curve; as a rule, active = well fitted curve in the direction sought with a large enough effect; inconclusive = small, poorly fitted or top-dose-only effect, or another doubt; inactive = no such curve, though single readings can be large; an effect the other way counts as inactive or inconclusive. Hits appear at their usual frequency; 24% or so of the library scored in one or more.

How did Cc1ccc(S(=O)(=O)N2CCOC2CNC(=O)C(=O)NCc2ccco2)cc1 (stereo not drawn) do in these assays?
Cycloheximide cs: -3.2; FBPA Giardia inh: -1.4%; Pf growth 48h: 8.2%; Pf growth 96h: -21.7%; Sm TGR block: -26.9%; Shiga inhibitor: -4.6

Results for CC1(C)OCC(C2CC(c3ccccc3)NS(=O)(=O)O2)O1 (stereo not drawn) ?
Cycloheximide cs: -4.0; FBPA Giardia inh: -3.2%; Pf growth 48h: 29.8%; Pf growth 96h: -12.4%; Sm TGR block: -0.4%; Shiga inhibitor: -18.0

How did Cc1ccccc1OCC(=O)NC(=S)Nc1ccccc1N1CCN(S(C)(=O)=O)CC1 do in these assays?
Cycloheximide cs: -2.2; Pf growth 48h: 0.3%; Pf growth 96h: 42.8%[activator]; Sm TGR block: -18.3%; Shiga inhibitor: -2.0

What do the screens show for `CN(NC(=O)/C=C/C(=O)O)c1ncc(C(F)(F)F)cc1Cl`?
Cycloheximide cs: -8.4; FBPA Giardia inh: -0.2%; Pf growth 48h: inconclusive; Pf growth 96h: -24.0%; Sm TGR block: 20µM*; Shiga inhibitor: -4.2

What do the screens show for `CC(=O)N(c1ccccc1)c1c(F)c(F)c(F)c(F)c1F`?
Cycloheximide cs: 3.6; FBPA Giardia inh: 5.3%; Pf growth 48h: 6.0%; Pf growth 96h: -28.1%; Sm TGR block: 5.9%; Shiga inhibitor: 13.6

Results for CCn1c2ccccc2c2cc(/C=N/NC(=O)c3ccccc3)ccc21 ?
Cycloheximide cs: 6.5; FBPA Giardia inh: -1.1%; Pf growth 48h: inconclusive; Pf growth 96h: 7.8%; Sm TGR block: -22.5%; Shiga inhibitor: 14.8

How did CC(=O)Nc1cccc(NC(=O)CSc2ccc(-c3cccnc3)nn2)c1 do in these assays?
Cycloheximide cs: 6.3; FBPA Giardia inh: 14.0%; Pf growth 48h: inconclusive; Pf growth 96h: -29.4%; Sm TGR block: 6.5%; Shiga inhibitor: -3.9

How did CCCCCOC(=O)c1ccc(N2C(=O)C3C4C=CC(C4)C3C2=O)cc1 (stereo not drawn) do in these assays?
Cycloheximide cs: 4.3; FBPA Giardia inh: -1.6%; Pf growth 48h: -4.5%; Sm TGR block: 0.2%; Shiga inhibitor: 11.4

What do the screens show for `O=C(O)c1cccc(CN2C(=O)S/C(=C/c3cccc([N+](=O)[O-])c3)C2=O)c1`?
Cycloheximide cs: 0.6; FBPA Giardia inh: 7.0%; Pf growth 48h: inconclusive; Pf growth 96h: inconclusive; Sm TGR block: -11.9%; Shiga inhibitor: -2.0

Results for Cc1ccc(N(C(=O)c2csnn2)C(C(=O)NC2CCCC2)c2ccccn2)c(C)c1 (stereo not drawn) ?
Cycloheximide cs: -0.5; FBPA Giardia inh: 1.1%; Pf growth 48h: -2.9%; Pf growth 96h: -8.3%; Sm TGR block: -10.1%; Shiga inhibitor: -11.3

What do the screens show for `CC1CCC(=C(C#N)c2nc(-c3cc4ccccc4oc3=O)cs2)CC1` (stereo not drawn)?
Cycloheximide cs: 22.6*; FBPA Giardia inh: 1.4%; Pf growth 48h: inconclusive; Pf growth 96h: 0.1%; Sm TGR block: -8.2%; Shiga inhibitor: 30.2*

What do the screens show for `O=C(CCn1cccc1)NCc1ccc(Cl)cc1`?
Cycloheximide cs: 0.4; FBPA Giardia inh: 4.8%; Pf growth 48h: 7.1%; Pf growth 96h: 26.1%; Sm TGR block: inconclusive; Shiga inhibitor: -0.7

How did Cc1cc(C)c[n+](CC(=O)c2ccccc2)c1 do in these assays?
Cycloheximide cs: 0.4; FBPA Giardia inh: 8.1%; Pf growth 48h: 2.7%; Pf growth 96h: inconclusive; Sm TGR block: 9.3%; Shiga inhibitor: 12.8

How did O=C(CSc1nc2sccc2c(=O)[nH]1)N1CCN(c2ccccc2)CC1 do in these assays?
Cycloheximide cs: -1.8; FBPA Giardia inh: -25.3%; Pf growth 48h: inconclusive; Pf growth 96h: inconclusive; Sm TGR block: -17.6%; Shiga inhibitor: -16.3

How did CCNC(=O)C(=O)Nc1ccc2c(c1)N(S(=O)(=O)c1cccs1)CCC2 do in these assays?
Pf growth 48h: inconclusive; Pf growth 96h: 3.8%; Sm TGR block: -3.4%

What do the screens show for `CC1CCc2c(sc3ncnc(SC(C)C(=O)NCC4CCCO4)c23)C1` (stereo not drawn)?
Pf growth 48h: inconclusive; Pf growth 96h: inconclusive; Sm TGR block: 0.1%

What do the screens show for `CCOC(=O)/C(=N/Nc1ccccc1)Sc1nnc(CCc2ccccc2)n1-c1ccccc1`?
Cycloheximide cs: 3.2; FBPA Giardia inh: -10.6%; Pf growth 48h: 20.7%; Pf growth 96h: 58.5%[activator]; Sm TGR block: 2.1%; Shiga inhibitor: -5.7

What do the screens show for `Cc1nc(-c2ccc([N+](=O)[O-])cc2)sc1C(=O)O`?
Cycloheximide cs: 20.1*; FBPA Giardia inh: 8.9%; Pf growth 48h: 95.5%[activator]; Pf growth 96h: -7.2%; Sm TGR block: 5.7%; Shiga inhibitor: 36.4

How did C1CNC(C23CC4CC(CC(C4)C2)C3)=N1 do in these assays?
Cycloheximide cs: 24.7; FBPA Giardia inh: -1.5%; Pf growth 48h: 6.9%; Pf growth 96h: -19.6%; Sm TGR block: 25.7%; Shiga inhibitor: 56.5*

How did COc1ccc(CN(C(=O)c2ccco2)c2ccccc2)cc1 do in these assays?
Cycloheximide cs: 0.3; FBPA Giardia inh: 9.5%; Pf growth 48h: -25.5%; Pf growth 96h: 4.4%; Sm TGR block: -5.8%; Shiga inhibitor: 13.9

Results for COc1ccccc1-n1ccnc(SCC(=O)NC2CCCCC2)c1=O ?
Pf growth 48h: -14.1%; Pf growth 96h: -12.4%; Sm TGR block: 0.8%

What do the screens show for `O=[N+]([O-])c1ccccc1SN(Cc1ccccc1)c1ccccn1`?
Cycloheximide cs: -2.3; FBPA Giardia inh: 1.9%; Pf growth 48h: 7.5%; Pf growth 96h: 9.3%; Sm TGR block: -13.2%; Shiga inhibitor: 12.6

How did COc1cc(OC)c2c(C)cc(=O)oc2c1C(CCN1CCN(c2ccccc2)CC1)c1ccc2c(c1)OCO2 (stereo not drawn) do in these assays?
Cycloheximide cs: 8.9; FBPA Giardia inh: -3.5%; Pf growth 48h: 3.29µM*; Pf growth 96h: 2.08µM*; Sm TGR block: 0.3%; Shiga inhibitor: -4.0

What do the screens show for `COc1ccc(C(=O)COC(=O)C2CCC(=O)N2)cc1` (stereo not drawn)?
Cycloheximide cs: -1.8; FBPA Giardia inh: 4.6%; Pf growth 48h: inconclusive; Pf growth 96h: inconclusive; Sm TGR block: 8.2%; Shiga inhibitor: -7.5

What do the screens show for `Cc1cc2ncn(/N=C/c3cccnc3)c2cc1C`?
Cycloheximide cs: -1.8; FBPA Giardia inh: 0.9%; Pf growth 48h: 14.7µM*; Pf growth 96h: inconclusive; Sm TGR block: 2.9%; Shiga inhibitor: -10.5

What do the screens show for `O/N=C/c1cccn1-c1ccc(O)cc1`?
Cycloheximide cs: 9.0; FBPA Giardia inh: 9.7%; Pf growth 48h: 21.7%; Pf growth 96h: 8.2%; Sm TGR block: 3.1%; Shiga inhibitor: -4.0

What do the screens show for `CCCCCCCCCCOC(=O)Cn1c(COc2ccccc2C)[n+](C)c2ccccc21`?
Cycloheximide cs: -2.8; FBPA Giardia inh: -15.0%; Pf growth 48h: inconclusive; Pf growth 96h: 21.3%; Sm TGR block: -8.8%; Shiga inhibitor: -5.6

Results for COc1cc(CCC(=O)NNC(=O)c2ccc(C)cc2)cc(OC)c1OC ?
Cycloheximide cs: 8.6; FBPA Giardia inh: 3.3%; Pf growth 48h: 5.7%; Pf growth 96h: 6.7%; Sm TGR block: 1.7%; Shiga inhibitor: 5.2

Results for C/C(=N\NC(=O)c1ccncc1)c1c(O)n(Cc2ccccc2)c(=O)[nH]c1=O ?
Cycloheximide cs: 16.7; FBPA Giardia inh: 25.2%; Pf growth 48h: -75.3%; Pf growth 96h: -14.7%; Sm TGR block: 0.0%; Shiga inhibitor: -13.2

What do the screens show for `COCCCNc1ccnc2c(Cl)cccc12`?
Cycloheximide cs: -2.0; FBPA Giardia inh: 0.0%; Pf growth 48h: 0.0%; Pf growth 96h: 0.0%; Sm TGR block: -25.6%; Shiga inhibitor: -2.7

Results for COc1ccc(Oc2nc(C)cc(C)c2S(=O)(=O)c2ccc(C)cc2)cc1 ?
Cycloheximide cs: 2.3; FBPA Giardia inh: -1.0%; Pf growth 48h: 0.0%; Pf growth 96h: -22.0%; Sm TGR block: 0.1%; Shiga inhibitor: -5.7

How did C=CCC1c2cccc(C(=O)O)c2C(=O)N1c1ccc(F)cc1 (stereo not drawn) do in these assays?
Cycloheximide cs: -3.1; FBPA Giardia inh: -2.0%; Pf growth 48h: -4.3%; Sm TGR block: 0.0%; Shiga inhibitor: -4.0

How did CCN(CC(=O)Nc1c(F)cccc1F)C(=O)CCCc1c[nH]c2ccccc12 do in these assays?
Cycloheximide cs: 6.5; FBPA Giardia inh: -4.9%; Pf growth 48h: -6.5%; Pf growth 96h: -10.8%; Sm TGR block: -20.9%; Shiga inhibitor: -1.9

Results for O=C(c1cc2ccccc2o1)N1CCOCC1 ?
Pf growth 48h: inconclusive; Pf growth 96h: inconclusive; Sm TGR block: -0.3%

What do the screens show for `CC(=O)NC(CCS(C)(=O)=O)C(=O)Nc1cc(C)on1` (stereo not drawn)?
Cycloheximide cs: -3.3; FBPA Giardia inh: 0.8%; Pf growth 48h: 0.1%; Pf growth 96h: 0.6%; Sm TGR block: -0.4%; Shiga inhibitor: -0.3

How did COc1ccc(CNC(=O)C(C)OC(=O)CCN2C(=O)C3CC=CCC3C2=O)cc1 (stereo not drawn) do in these assays?
Pf growth 48h: inconclusive; Pf growth 96h: inconclusive; Sm TGR block: 3.7%

What do the screens show for `COc1ccc(C(CNC(=O)C(CCSC)NC(=O)c2ccccc2Cl)N2CCCCC2)cc1` (stereo not drawn)?
Pf growth 48h: 7.38µM*; Pf growth 96h: inconclusive; Sm TGR block: -2.3%

What do the screens show for `Cc1nnc2sc(-c3ccc(NC(=O)CSc4ccc(Cl)cc4)cc3)nn12`?
Cycloheximide cs: -0.3; FBPA Giardia inh: -4.5%; Pf growth 48h: 5.22µM*; Pf growth 96h: inconclusive; Sm TGR block: -13.4%; Shiga inhibitor: 21.5

Quoted from above, 5 compounds:
Results for COc1cc(CCC(=O)NNC(=O)c2ccc(C)cc2)cc(OC)c1OC ?
Cycloheximide cs: 8.6; FBPA Giardia inh: 3.3%; Pf growth 48h: 5.7%; Pf growth 96h: 6.7%; Sm TGR block: 1.7%; Shiga inhibitor: 5.2

Results for C/C(=N\NC(=O)c1ccncc1)c1c(O)n(Cc2ccccc2)c(=O)[nH]c1=O ?
Cycloheximide cs: 16.7; FBPA Giardia inh: 25.2%; Pf growth 48h: -75.3%; Pf growth 96h: -14.7%; Sm TGR block: 0.0%; Shiga inhibitor: -13.2

What do the screens show for `COCCCNc1ccnc2c(Cl)cccc12`?
Cycloheximide cs: -2.0; FBPA Giardia inh: 0.0%; Pf growth 48h: 0.0%; Pf growth 96h: 0.0%; Sm TGR block: -25.6%; Shiga inhibitor: -2.7

Results for COc1ccc(Oc2nc(C)cc(C)c2S(=O)(=O)c2ccc(C)cc2)cc1 ?
Cycloheximide cs: 2.3; FBPA Giardia inh: -1.0%; Pf growth 48h: 0.0%; Pf growth 96h: -22.0%; Sm TGR block: 0.1%; Shiga inhibitor: -5.7

How did C=CCC1c2cccc(C(=O)O)c2C(=O)N1c1ccc(F)cc1 (stereo not drawn) do in these assays?
Cycloheximide cs: -3.1; FBPA Giardia inh: -2.0%; Pf growth 48h: -4.3%; Sm TGR block: 0.0%; Shiga inhibitor: -4.0
